# Assay outcomes from PubChem BioAssay.
# DRD3 agonist: D3 dopamine receptor (human) agonism | P35462 | AID 652048 | max activation, % | hit rate 0.58% among 410,000 | D3R DiscoveRx beta-arrestin cells, luminescence, 90 min; in the data active = max activation above about 30%; also: 0% is about no effect; mostly tested at two doses, the higher about 12 µM
# Target sequence (P35462 whole entry, looked up): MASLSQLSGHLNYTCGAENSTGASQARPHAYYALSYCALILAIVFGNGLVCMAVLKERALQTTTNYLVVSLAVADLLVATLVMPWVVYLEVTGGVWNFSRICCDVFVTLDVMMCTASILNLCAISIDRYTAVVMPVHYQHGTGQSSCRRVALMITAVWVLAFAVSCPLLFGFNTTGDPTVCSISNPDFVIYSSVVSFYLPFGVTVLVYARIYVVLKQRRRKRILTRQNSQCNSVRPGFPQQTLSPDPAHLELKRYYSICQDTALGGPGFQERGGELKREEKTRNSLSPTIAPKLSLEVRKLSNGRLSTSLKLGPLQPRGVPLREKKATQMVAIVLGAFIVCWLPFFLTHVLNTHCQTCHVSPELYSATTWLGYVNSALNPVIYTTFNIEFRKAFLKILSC
#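 Agonist-mode cell screen: cells plated at 1500/well and incubated overnight at 37 °C, then exposed to library compounds for 90 min at 37 °C. Detection reagent was added for 30–60 min at room temperature, and luminescence was read.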
# SW480 rerep: DNA re-replication induction in SW480 cells. SW480 DNA re-replication, Hoechst DNA content imaging, 48 h. Potency, µM (highest dose often 46.1 µM), for inactives: top-dose re-replication activation, most hits filed as activators. hit rate 1.8% among 340,000; also: potency is read from the fitted curve at half-maximal effect; % of control where 0% means no effect; nearly all actives have a fitted effect of over 55% in size
#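 Quantitative HTS format with DMSO vehicle controls; 48 hr drug incubation at 37 C, then 40 min Hoechst staining and scanning imager measurement at 405 nm excitation.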
# KB-3-1 tox: KB-3-1 parental cell cytotoxicity; Potency, µM (titrated, usually from 46.1 µM), inactives show top-dose activity change, negative = cytotoxic, usual class: cytotoxic; KB-3-1 viability, CellTiter-Glo ATP luminescence, 72 h; hit rate 1.4% among 400,000; also: potency is read from the fitted curve at half-maximal effect; % is scaled to controls: 0 for no effect and ±100 for the full control effect; nearly all actives have a fitted effect of over 60% in size
#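 Luminescent ATP read-out (CellTiter-Glo) measures survival of drug-naive KB-3-1 cells after 72 h compound exposure at 37 °C. Titration series was screened from lowest to highest concentration, with DMSO vehicle plates as background controls.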
# GLP1R ag: GLP-1 receptor (human) agonism | P43220 | HEK293 GLP-1R CRE-luciferase, luminescence, 4-6 h; cells express a hypersensitive GLP-1R form | Potency, µM (titrated, usually from 45.6 µM), for inactives: at the top dose activation, usual class: activators | hit rate 0.007% among 380,000 | AID 624172; also: potency is read from the fitted curve at half-maximal effect; % of control where 0% means no effect
# Target sequence (P43220 whole entry, looked up): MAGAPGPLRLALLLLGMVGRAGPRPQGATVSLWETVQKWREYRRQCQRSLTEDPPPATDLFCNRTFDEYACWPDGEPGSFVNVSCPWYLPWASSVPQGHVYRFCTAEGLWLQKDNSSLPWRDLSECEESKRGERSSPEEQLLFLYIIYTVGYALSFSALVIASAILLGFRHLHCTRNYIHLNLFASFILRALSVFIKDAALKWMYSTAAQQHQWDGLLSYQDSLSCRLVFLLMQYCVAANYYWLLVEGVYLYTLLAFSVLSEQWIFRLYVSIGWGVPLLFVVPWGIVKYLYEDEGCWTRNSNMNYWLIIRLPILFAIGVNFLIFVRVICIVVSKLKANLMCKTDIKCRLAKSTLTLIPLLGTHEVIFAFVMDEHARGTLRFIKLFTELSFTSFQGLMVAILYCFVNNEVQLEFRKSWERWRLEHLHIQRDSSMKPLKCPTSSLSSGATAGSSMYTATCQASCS
# IL1B secr inh: blocks inflammasome-driven IL-1 beta release. activity change, % at 57.5 µM. THP-1 LPS/ATP IL-1B secretion, AlphaLISA, 16 h; stronger effect = lower value. AID 743279. hit rate 4.7% among 360,000; in the data active = activity change below about -50%; inconclusive = mostly about -30% to -49%; also: % is scaled to controls: 0 for no effect and ±100 for the full control effect
#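 THP-1 cells pretreated 1 hr with compounds (up to 57.5 uM final), then stimulated with LPS (250 ng/mL final) plus ATP (1.25 mM final); secreted IL-1B measured by AlphaLISA after 16 hr, decreased signal indicating inhibition.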
# D3 antag: D3 dopamine receptor (human) antagonism. hit rate 2.5% among 360,000. D3R cells, DiscoveRx beta-arrestin luminescence, antagonist mode; stronger effect = lower value. AID 652054. max response, negative = inhibition, %; in the data active = max response below about -50%; inconclusive = no clear call, values can overlap the other calls; also: % is scaled to controls: 0 for no effect and ±100 for the full control effect; mostly tested at two doses, the higher about 12 µM
#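 Cells expressing the human receptor were seeded at 1500 cells/well, incubated overnight at 37 degrees C in 5% CO2, then exposed to library compounds with dopamine controls for 90 minutes at 37 degrees C before luminescent detection.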
# HT1080NT lethal: kills 2HG-producing HT-1080-NT fibrosarcoma cells. AID 686970. Potency, µM (highest dose often 46.1 µM), inactives show at the highest dose activity, negative = less viability, hits mostly cytotoxic. HT-1080-NT fibrosarcoma viability, CellTiter-Glo ATP luminescence, 48 h. hit rate 1.6% among 360,000;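 also: NT is the 2HG producing partner of a matched IDH1 knockdown line; potency is read from the fitted curve at half-maximal effect; 0% = DMSO-treated cells and -100% = media-only wells without cells; nearly all actives have a fitted effect of over 55% in size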
#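 Viability of the 2HG-overproducing fibrosarcoma line after 48 hours of compound exposure at 37 degrees C was determined by luminescence with CellTiter-Glo, and concentration-effect curves were then fitted and categorized.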
# KB-V1 cytotox: kills drug-selected multidrug resistant KB-V1 cells | KB-V1 MDR cells viability, CellTiter-Glo, 72 h | Potency, µM (highest dose often 46.1 µM), for inactives: at the highest dose activity change, negative = cytotoxicity, usual class: cytotoxic | hit rate 3.4% among 400,000; also: potency is read from the fitted curve at half-maximal effect; % is scaled to controls: 0 for no effect and ±100 for the full control effect; nearly all actives have a fitted effect of over 60% in size
#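 Cytotoxicity toward P-gp-expressing KB-V1 cells was determined as loss of CellTiter-Glo luminescence after 72 h at 37 degrees C. Compounds were tested in quantitative HTS format across a concentration range, with curves fitted to normalized data.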
# HT1080 IDH1KD tx: kills HT-1080 cells with IDH1 knockdown | HT-1080 IDH1 knockdown viability, ATP luminescence, 48 h | Potency, µM (doses to about 46.1 µM), inactives show at the highest dose activity, negative = toxicity, usual class: cytotoxic | hit rate 2% among 360,000;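 also: potency is read from the fitted curve at half-maximal effect; 0% = DMSO wells and -100% = cell-free medium wells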
#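 HT-1080-IDH1KD cells (IDH1 knocked down), 750/well in RPMI with 5% FBS, treated with compound 48 h at 37 degrees C. Viability by CellTiter-Glo luminescence, normalised to DMSO and no-cell wells; concentration-response curves classed.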
# * hit, by the source's call; ? = inconclusive; · = no result given; & = joins results of further samples; [ ] = remark or other dose. Unless noted, calls follow the shape of the dose curve; as a rule, active = well fitted curve in the direction sought with a large enough effect; inconclusive = small, poorly fitted or top-dose-only effect, or another doubt; inactive = no such curve, though single readings can be large; an effect the other way counts as inactive or inconclusive. Compounds were not picked by outcome; about 12% have a hit in one of these screens.
SMILES,DRD3 agonist,SW480 rerep,KB-3-1 tox,GLP1R ag,IL1B secr inh,D3 antag,HT1080NT lethal,KB-V1 cytotox,HT1080 IDH1KD tx
CN(C)/C=C(\C(=O)c1cccc(Cl)c1)c1nnnn1-c1ccccc1,-3,?,-6%,0%,8,-9,0%,-8%,-3%
Cc1ccnc(NC(=O)c2cc3ccccc3oc2=O)c1,-2,-3%,9%,-10%,23,-17,25%,-2%,3%
CC1CCN(c2nc3c(N)ncnc3n2[C@@H]2O[C@H](CO)[C@@H](O)[C@H]2O)CC1,-1,-22%,-5%,1%,-8,-15,-5%,3%,-3%
CC(=O)NCCNc1nc(NCC2CC2)nc2cc(-c3ccccc3)sc12,-12,·,0%,4%,·,-14,?,-5%,?
COc1ccc(Nc2nc(-c3cccc([N+](=O)[O-])c3)nc3ccccc23)c(OC)c1,-2,-1%,-1%,1%,15,3,-3%,-14%,3%
CCOC(=O)c1cnc(-n2nc(C)cc2C)nc1Nc1ccc(N(C)C)cc1,5,-4%,?,6%,-5,?,-8%,0%,-20%
CCOC(=O)c1sc2nc(C3CC3)cc(-c3ccc(F)cc3)c2c1N,3,18µM*,4%,5%,-4,-6,15%,15µM*,8%
COCCCn1c(SCC(=O)Nc2nc3ccccc3s2)nnc1-c1ccoc1C,-4,0%,3%,-1%,15,15,-4%,?,-8%
Cc1cccc(N(CC(=O)Nc2ccccc2F)S(C)(=O)=O)c1,18,-1%,-1%,2%,-8,-17,8%,23µM*,-1%
COc1ccc(NC(=O)N(C)C[C@H]2Oc3c(NS(=O)(=O)c4cccs4)cccc3C(=O)N([C@H](C)CO)C[C@@H]2C)cc1,2,-3%,4%,7%,5,2,26%,-4%,1%
CC(=O)C(C)Oc1ccc2c3c(c(=O)oc2c1)CCCCC3 (centres undefined),-1,1%,-1%,14%,-8,-19,-4%,-22%,-2%
Cc1nc2ccccc2c(=O)n1NC(=O)Nc1ccccc1,2,9%,2%,2%,25,-6,3%,2%,?
CCCNC(=O)c1onc(CSc2ccc(Cl)cc2)c1C(=O)NCC1CC1,1,-3%,-2%,10%,18,-12,0%,-3%,-1%
COc1ccc2oc(C(=O)NCCN3CCOCC3)c(C)c2c1OC,-1,-8%,0%,10%,0,0,-11%,-15%,-7%
CSc1ncnc2c1ncn2CCCNCc1ccccc1,-9,·,-6%,-1%,-13,-14,6%,?,3%
CC(/C=N/n1c(-c2cccnc2)n[nH]c1=S)=C\c1ccco1,-14,9%,4%,10%,9,-8,-1%,13%,3%
Cc1cc(N/N=C/c2ccc(Cl)cc2)nc(NCc2ccccc2)n1,-7,?,0%,19%,-84*,-17,-4%,?,-21%
CCc1nnc(NC(=O)CSc2nnc(C)n2CC2CCCO2)s1 (centres undefined),5,-2%,3%,-2%,0,26,12%,7%,5%
CCOC(=O)Cn1c(=O)c(-c2ccccc2NCc2ccccc2)nc2ccccc21,0,21%,-3%,1%,45,-11,-14%,-5%,-6%
CNc1cc(C)c(C#N)c2nc3ccccc3n12,-10,?,9%,1%,-10,-3,-4%,-26%,-18%
Cc1ccc(C(C)C)c(OCC(=O)OCc2c(C)noc2C)c1,0,-3%,1%,2%,0,-26,18%,15%,13%
Cc1ccc(CCNC(=O)C2CCCN(S(=O)(=O)c3cccs3)C2)cc1 (centres undefined),-8,-9%,-15%,4%,1,0,-15%,-10%,?
O=C(O)c1ccccc1C(=O)Nc1ccc(-c2csc(-c3ccccc3)n2)cc1,1,1%,-5%,22%,-25,0,-4%,0%,-4%
O=C(COC(=O)c1ccc2c(c1)C(=O)N(Cc1ccncc1)C2=O)Nc1cccc2ccccc12,-6,-95%[inhibitor],-11%,10%,12,-15,-2%,-2%,-5%
Cc1cc(C)c(C2=CSC3=NS(=O)(=O)CCN23)c(C)c1,1,-3%,0%,1%,0,-20,0%,-13%,2%
CCN1CCN(C(=O)c2ccc3c(c2)N(Cc2ccccc2)C(=O)c2ccccc2S3(=O)=O)CC1,-15&-20,-7%,-4%,1%,39,-72*,18%,1%,7%
COc1ccc(OC)c(Nc2nc(NCc3ccco3)nc(N)c2[N+](=O)[O-])c1,-7,-42%[inhibitor],19%,16%,·,1,-3%,-22%,-2%
O=C(N/N=C/c1c[nH]c2ccccc12)c1ccc([N+](=O)[O-])cc1Cl,-2,-5%,-8%,2%,23,-21,0%,0%,-5%
c1ccc(CN2CCC3(CC2)Nc2ccccc2CO3)cc1,4,4%,11%,10%,-16,-12,?,-7%,-4%
CCN(C(=O)CSc1cc(C)c2ccccc2n1)c1c(N)n(Cc2ccccc2)c(=O)[nH]c1=O,-1,-55%[inhibitor],-4%,3%,-15,3,-1%,8%,1%

# 2 of these compounds, reformatted:
structure	DRD3 agonist	SW480 rerep	KB-3-1 tox	GLP1R ag	IL1B secr inh	D3 antag	HT1080NT lethal	KB-V1 cytotox	HT1080 IDH1KD tx
CCOC(=O)Cn1c(=O)c(-c2ccccc2NCc2ccccc2)nc2ccccc21	0	21%	-3%	1%	45	-11	-14%	-5%	-6%
Cc1cccc(N(CC(=O)Nc2ccccc2F)S(C)(=O)=O)c1	18	-1%	-1%	2%	-8	-17	8%	23µM*	-1%

# Further compounds follow.
SMILES,DRD3 agonist,SW480 rerep,KB-3-1 tox,GLP1R ag,IL1B secr inh,D3 antag,HT1080NT lethal,KB-V1 cytotox,HT1080 IDH1KD tx
Cc1ccc(-c2nc3cc(Cl)ccc3o2)cc1NC(=O)c1cc([N+](=O)[O-])ccc1N1CCOCC1,-4,·,-1%,0%,·,·,·,-12%,·
COc1cccc(NC(=O)CS(=O)(=O)Cc2nc(-c3ccc(C)cc3)oc2C)c1,11,-31%[inhibitor],-4%,4%,-6,3,-19%,-5%,-27%
CCOc1ccc(CN2CCN(C3CCC3)CC2CCO)cc1 (centres undefined),-15,-3%,-2%,8%,0,?,-4%,-3%,-4%
c1csc(Cc2nc3ccccc3[nH]2)c1,-12,-7%,15%,7%,5,41,-2%,-3%,8%
CC(C)OC(=O)c1ccc(NC(=O)c2ccccc2)cc1,4,17%,-27%,6%,?,0,-4%,?,-4%
Cc1nc(-c2ccc(Cl)cc2)sc1C1(C)CC(c2c(Cl)cccc2Cl)=NO1 (centres undefined),1,?,-3%,8%,1,-21,-1%,-11%,-2%
CC(=O)NC(Cc1ccccc1C)C(=O)NC1CCN(C(=O)c2ccc(C)cc2)CC1 (centres undefined),2,-817%[1.84 µM],2%,3%,19,21,5%,-4%,5%
Cc1ccc(Cn2nc3n(c2=O)-c2cc(Cl)ccc2OC3)cc1,2,·,7%,1%,·,·,·,3%,·
CCOc1ccc(NC(=O)[C@@H]2CCC(=O)N2C2OC(=O)c3ccccc32)cc1 (some centres undefined),9,2%,0%,0%,8,0,1%,0%,-2%
COc1ccc(CCNC(=O)C2CCN(C(=O)c3ccccc3)CC2)cc1,-3,5%,11%,-1%,2,-19,3%,-1%,8%
Cc1ccc(NC(=O)c2cc(S(=O)(=O)N3CCCCC3)ccc2N2CCOCC2)cc1,1,·,1%,2%,-20,4,-1%,2%,2%
O=C(O)COc1ccccc1/C=N/NC(=O)CN1CCN(Cc2ccc(Cl)cc2)CC1,-11,?,-1%,-2%,1,8,6%,?,8%
CC(C)NC(=O)c1cc2n(n1)C(C(F)(F)F)CC(c1ccco1)N2 (centres undefined),1,0%,5%,-3%,1,5,1%,9%,8%

# Grouped by structure, the compounds so far containing a Cl atom.
SMILES,DRD3 agonist,SW480 rerep,KB-3-1 tox,GLP1R ag,IL1B secr inh,D3 antag,HT1080NT lethal,KB-V1 cytotox,HT1080 IDH1KD tx
CN(C)/C=C(\C(=O)c1cccc(Cl)c1)c1nnnn1-c1ccccc1,-3,?,-6%,0%,8,-9,0%,-8%,-3%
CCCNC(=O)c1onc(CSc2ccc(Cl)cc2)c1C(=O)NCC1CC1,1,-3%,-2%,10%,18,-12,0%,-3%,-1%
Cc1cc(N/N=C/c2ccc(Cl)cc2)nc(NCc2ccccc2)n1,-7,?,0%,19%,-84*,-17,-4%,?,-21%
O=C(N/N=C/c1c[nH]c2ccccc12)c1ccc([N+](=O)[O-])cc1Cl,-2,-5%,-8%,2%,23,-21,0%,0%,-5%
Cc1ccc(-c2nc3cc(Cl)ccc3o2)cc1NC(=O)c1cc([N+](=O)[O-])ccc1N1CCOCC1,-4,·,-1%,0%,·,·,·,-12%,·
Cc1nc(-c2ccc(Cl)cc2)sc1C1(C)CC(c2c(Cl)cccc2Cl)=NO1 (centres undefined),1,?,-3%,8%,1,-21,-1%,-11%,-2%
Cc1ccc(Cn2nc3n(c2=O)-c2cc(Cl)ccc2OC3)cc1,2,·,7%,1%,·,·,·,3%,·
O=C(O)COc1ccccc1/C=N/NC(=O)CN1CCN(Cc2ccc(Cl)cc2)CC1,-11,?,-1%,-2%,1,8,6%,?,8%
